SUMO1-SIM PPI: modulators of human SUMO1-mediated protein-protein interactions; inhibition, % at 20 µM; P63165; 360,000 compounds, 0.33% hits; SUMO1 binding to a labelled peptide, TR-FRET, 1 h; in the data active = inhibition above about 37%
DNMT1 block: DNMT1 (human) enzyme inhibition. P26358. DNMT1 molecular beacon, Hinp1I cleavage, fluorescence. inhibition (reported as % activation of signal), % at 10 µM. 360,000 compounds, 0.83% hits. AID 588458; in the data active = inhibition above about 50%
Tb MetRS inh: blocks T. brucei methionyl-tRNA synthetase activity. purified T. brucei MetRS, ATP depletion, Kinase-Glo luminescence. AID 624268. 360,000 compounds, 0.4% hits. inhibition, % at 11.9 µM;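 active = inhibition above a per-plate cutoff of the control wells' mean inhibition plus 3 SD, cut at about 5.5% in these data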;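 note: 0% = DMSO wells median and 100% = median of wells with control inhibitor compound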
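Test system: purified T. brucei MetRS enzyme. Also added: ATP, methionine and E. coli bulk tRNA substrates. Compound: 11.9 µM single point. Schedule: 15 min enzyme-compound preincubation, 2 h reaction, 10 min detection, 25 °C. Signal: luciferase luminescence of residual ATP, Kinase-Glo. Evaluation: percent inhibition versus plate control medians. Controls: DMSO wells, low control.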
Rpn11 inh: inhibitors of human proteasome Rpn11; calls only at 20 µM; human 26S proteasome, Ub4-pepOG fluorescence polarization; 20S core pre-blocked with epoxomicin; O00487; 360,000 compounds, 0.59% hits;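 active = inhibition at 20 µM, scaled to each plate's controls, above about 33%, limit read from the data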
Target sequence (O00487 whole entry, looked up): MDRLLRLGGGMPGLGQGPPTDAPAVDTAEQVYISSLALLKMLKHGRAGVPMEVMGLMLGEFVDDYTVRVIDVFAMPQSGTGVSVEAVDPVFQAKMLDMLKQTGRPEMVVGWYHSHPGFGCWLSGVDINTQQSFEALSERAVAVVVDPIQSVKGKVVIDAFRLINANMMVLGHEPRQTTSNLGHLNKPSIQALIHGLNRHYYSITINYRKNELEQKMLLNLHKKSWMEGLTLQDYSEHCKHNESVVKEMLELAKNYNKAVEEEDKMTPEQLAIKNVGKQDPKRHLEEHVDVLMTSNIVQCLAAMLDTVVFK
PABP1 MLLE inh: blocks PAM2 peptide binding to the PABP1 MLLE domain | P11940 | AID 588489 | 360,000 compounds, 0.36% hits | GST-MLLE / FITC-PAM2 fluorescence polarization | inhibition, % at 20 µM; in the data active = inhibition above about 35%, passing the limit was not always enough;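 note: plate controls were DMSO wells with GST-MLLE for no effect and wells lacking GST-MLLE protein for full effect; some results filed as inactive read as strong as hits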
STEP inh: blocks human striatal-enriched tyrosine phosphatase; recombinant STEP, OMFP fluorogenic substrate, fluorescence; 360,000 compounds, 0.25% hits; inhibition, % at 20 µM; P54829; AID 588621;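 active = inhibition at 20 µM, scaled per plate between control wells, above about 37%, limit read from the data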;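 note: 0% = DMSO with enzyme and substrate and 100% = substrate only without enzyme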
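medium = Bis-Tris buffer pH 6.0, 2.5 mM DTT, 0.005% Tween 20 | test system = STEP (striatal-enriched tyrosine phosphatase) enzyme, cell-free | measure = normalized % inhibition | compound dosing = 20 µM, 1% DMSO | also added = 25 µM OMFP | schedule = reaction 20 min, ambient temperature | measured by = fluorescence read at 480 nm ex / 540 nm em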
NadD block: NadD (S. aureus) enzyme inhibition; purified NadD enzyme, colorimetric absorbance read-out; inhibition, % at 20 µM; 360,000 compounds, 0.78% hits; in the data active = inhibition above about 26%; note: some compounds past the cut are filed as inactive
CSN deneddyl inh: inhibitors of human CSN-mediated cullin deneddylation; inhibition, % at 12.5 µM; Purified CSN, SCF-Nedd8-OG deneddylation, fluorescence polarization; 360,000 compounds, 0.38% hits; AID 651999;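 active = pattern-corrected inhibition above about 35%, with an unprinted fluorescence ratio check between 0.5 and 1.5, limit read from the data, passing the limit was not always enough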;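 note: 0% = enzyme with substrate and 100% = substrate without enzyme; some results filed as inactive read as strong as hits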
Target sequence (Q92905 whole entry, looked up, one chain of several): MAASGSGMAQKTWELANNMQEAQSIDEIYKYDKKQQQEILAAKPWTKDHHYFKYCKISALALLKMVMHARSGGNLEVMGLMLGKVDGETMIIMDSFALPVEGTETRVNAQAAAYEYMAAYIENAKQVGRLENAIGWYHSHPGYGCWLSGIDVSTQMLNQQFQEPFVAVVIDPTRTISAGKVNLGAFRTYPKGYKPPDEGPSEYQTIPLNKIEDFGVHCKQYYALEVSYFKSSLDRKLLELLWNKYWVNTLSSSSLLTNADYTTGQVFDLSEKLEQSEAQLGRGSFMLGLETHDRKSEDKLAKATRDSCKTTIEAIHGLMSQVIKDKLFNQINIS
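Material: purified human Csn5 enzyme expressed in HEK293T cells / Medium: Tris buffer pH 7.5, NaCl, DTT, Tween-20, trehalose, ovalbumin / Compound dosing: 12.5 µM single point / Schedule: 90 min incubation of compound, enzyme and substrate at room temperature / Signal: fluorescence polarization of the substrate / Control set: no-enzyme wells high, enzyme-with-substrate wells low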
Scp-1 inhibitor: inhibitors of human Scp-1 phosphatase | Q9GZU7 | Recombinant Scp1, phosphopeptide, malachite green phosphate absorbance | inhibition, % at 20 µM | 340,000 compounds, 0.88% hits | AID 493091;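 active = inhibition above about 50% at 20 µM, limit read from the data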;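 note: plate controls were DMSO wells with enzyme for no effect and wells lacking enzyme for full effect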
Target sequence (Q9GZU7 76-261 limits assumed): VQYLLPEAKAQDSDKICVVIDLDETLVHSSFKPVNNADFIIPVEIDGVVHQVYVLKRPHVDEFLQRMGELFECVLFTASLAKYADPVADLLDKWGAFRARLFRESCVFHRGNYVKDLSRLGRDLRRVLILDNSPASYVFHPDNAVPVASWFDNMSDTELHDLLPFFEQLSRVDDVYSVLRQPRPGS
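System: SCP-1 catalytic domain; Reagent: Phospho 17-mer peptide substrate; Doses: one concentration, 20 µM, with 1.0% DMSO; Incubation: 45 min room-temperature reaction, 5 min colour, 30 min stabiliser; Signal: Phosphate-binding colour reagent, absorbance read at 630 nm.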
LMPTP block: LMPTP (human) inhibition; recombinant LMPTP-A, OMFP fluorogenic substrate, fluorescence intensity; 360,000 compounds, 0.22% hits; P24666; inhibition, % at 20 µM;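 active = compounds that cut the enzyme signal by at least half of the control window in the single-dose screen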;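 note: plate controls were DMSO wells with enzyme plus substrate for no effect and substrate without enzyme for full effect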
Target sequence (P24666 whole entry, looked up): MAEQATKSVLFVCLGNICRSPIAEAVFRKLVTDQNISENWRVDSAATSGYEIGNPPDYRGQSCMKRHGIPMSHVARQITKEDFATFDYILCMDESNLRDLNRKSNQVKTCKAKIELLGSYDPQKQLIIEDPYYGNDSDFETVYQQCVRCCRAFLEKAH
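Material: LMPTP-A; amount: 0.625 nM enzyme; doses: single 20 µM dose; times: reaction 50 min, room temperature, dark; technique: fluorescence intensity of OMFP turnover product; benchmarks: no-enzyme and uninhibited controls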
Active calls of the source: *; i = inactive; nt = not tested or not shown.

cpd	SMILES	SUMO1-SIM PPI	DNMT1 block	Tb MetRS inh	Rpn11 inh	PABP1 MLLE inh	STEP inh	NadD block	CSN deneddyl inh	Scp-1 inhibitor	LMPTP block
1	COCCCNC(=O)CC(NS(=O)(=O)c1ccc(C)cc1)c1ccco1 (centres undefined)	2	5	-0.3	i	-1	-3	-6	2	-6	-0.3
2	CCOC(=O)C1=C(COC(=O)COc2cc(C)ccc2C)NC(=O)NC1C (centres undefined)	0	0	-0.1	i	-6	0	-5	3	-8	-0.9
3	O=C(/C=C\Nc1ccc(Cl)cn1)c1ccc(Br)cc1	-15	3	-0.5	i	-23	-1	-1	1	0	-0.8
4	CCN1CCN(C(=O)C(C)Sc2nc3nc(C)cc(C)n3n2)CC1 (centres undefined)	5	-3	-0.3	i	2	-2	-1	-3	-10	-2.1
5	COc1cccc(C(C(=O)NC(C)(C)C)N(CCc2ccccc2)C(=O)CCC(=O)Nc2cc(C)on2)c1OC (centres undefined)	0	-5	-0.5	i	-4	2	7	-3	3	1.3
6	CCOc1ccc(-n2c(C)nc3cc(C(=O)NCC4CCCO4)ccc32)cc1 (centres undefined)	8	1	0.2	i	3	-3	0	-2	-1	-1.5
7	COc1ccc(NC(=O)C(c2ccc(C(F)(F)F)cc2)n2c(=O)c(-c3cc4ccccc4[nH]3)nc3ccccc32)cc1 (centres undefined)	-3	nt	-0.3	nt	nt	nt	nt	0	nt	5.0
8	COc1ccc(C(C)=O)cc1CSc1nnnn1-c1ccc(O)cc1	-1	-5	-0.1	i	-1	1	-8	-1	-12	-0.8
9	CC(NC(=O)CSc1ccccc1)c1ccccc1 (centres undefined)	2	0	-1.0	i	4	0	2	-6	-11	-0.4
10	Cc1nc2ncnn2c(C)c1CCC(=O)NCc1ccc2c(c1)OCO2	1	-2	-0.2	i	11	-2	8	-1	-3	-0.9
11	Cc1ccc(S(=O)(=O)N(C)C)cc1NC(=O)c1cc(C(C)(C)C)nn1Cc1ccccc1	0	-1	0.0	i	-4	1	-8	7	-8	3.7
12	Cc1ccnc(NS(=O)(=O)c2ccc(NC(=O)c3ccc(N4C(=O)CCC4=O)cc3)cc2)n1	4	13	-1.1	i	-17	-5	3	-15	-1	-1.9
13	COc1ccc2[nH]cc(C=O)c2c1	4	1	0.8	i	7	-4	4	0	-8	-3.2
14	COCCCNC(=O)c1c[nH]c2ccc(S(=O)(=O)N(C)c3ccccc3C)cc2c1=O	-6	1	-2.1	i	1	0	1	4	-9	-0.8
15	N#Cc1c(C#N)c(-c2ccccc2)n(-c2ccc(C(=O)O)cc2)c1N	0	1	-0.1	i	-2	0	-7	3	-10	0.6
16	CCC(C)C(CO)NCCCn1cnc2c(OC)ncnc21 (centres undefined)	-4	0	0.2	i	3	0	1	3	nt	-1.0
17	CC(=O)N1CCOc2cc(S(=O)(=O)N3CCN(c4ccccc4)CC3)c(Cl)cc21	0	-7	-0.5	i	-4	-2	-7	1	-15	0.1
18	O=C(NC(c1ccccc1)c1ccc2ccccc2n1)C1CCN(CCOc2ccc(Cl)cc2Cl)CC1 (centres undefined)	-3	-41	0.1	i	3	3	7	-1	nt	6.5
19	O=C(Nc1cccc(F)c1)C1CCN(C(=O)c2ccco2)CC1	-1	0	0.0	i	4	0	-9	8	-7	0.4
20	Cc1ccc(S(=O)(=O)/C(C#N)=C/c2c(N3CCOCC3)nc3c(C)cccn3c2=O)cc1	-9	-1	0.3	nt	0	6	2	0	-18	2.5
21	Cc1cc(Cl)ccc1NC(=S)NCC(C)C	-3	2	-0.7	i	-9	5	-2	-12	-2	-2.6
22	Cc1ccc(OCCC(=O)Nc2ccccc2C(=O)N2CCCCC2)cc1	-10	0	-0.3	i	2	0	3	-6	-1	-9.7
23	Cc1cc(=O)oc(C)c1C(=O)N1CCCc2ccccc21	-1	2	-0.9	i	2	-1	2	1	0	-1.3
24	CCOc1ccc(/C=C/C(=O)NCCc2ccc(OC)c(OC)c2)cc1	-3	1	-0.9	i	-4	-1	-8	7	-10	-0.6
25	Cc1cccc(NC(=O)/C(C#N)=C\c2cccnc2)c1	-6	-2	-1.0	i	-33	1	0	8	-4	0.0
26	COc1ccc(C(CNC(=O)c2ccccc2SC)N(C)C)cc1 (centres undefined)	4	0	-0.1	i	5	-3	-6	0	-4	-0.8
27	COC(=O)c1c(NC(=O)c2ccc(C)o2)sc2c1CCCCC2	5	-9	-1.3	i	37*	2	-1	6	-4	3.2
28	COc1ccc(C(=O)Oc2ccc(-c3nnco3)cc2)cc1S(=O)(=O)N1CCOCC1	2	2	-0.1	i	-14	-2	0	1	-5	0.4
29	Cc1noc(C)c1C(=O)Nc1ccc(S(=O)(=O)N2CCC(C)CC2)cc1	-1	-2	-0.3	i	-64	0	-9	4	-5	-0.9
30	COc1cccc(CNc2ccc(S(N)(=O)=O)cc2)c1OC	-1	0	0.0	i	-2	0	3	0	-1	0.4
31	O=C(NCc1ccccc1)c1ccc(CNc2c(N3CCCC3)c(=O)c2=O)cc1	-3	2	-0.7	i	12	0	1	2	-11	-1.4
32	O=C(c1ccccc1)c1ccc(N2CCOCC2)c(NC(=O)c2ccco2)c1	-5	-2	-0.4	i	-1	0	-2	-2	-15	0.6
33	COc1ccc(C2NCCc3c2[nH]c2ccccc32)cc1CN1CCc2cc(OC)c(OC)cc2C1C (centres undefined)	-48	32	-0.3	i	-9	-2	24	2	4	52*
34	CC1CCN(c2ccc(C=O)o2)CC1	-8	2	-0.3	i	6	2	-2	-3	-1	-0.8
35	Nc1ccc2c(C(F)(F)F)cc(C(F)(F)F)nc2n1	0	-4	-1.0	i	20	0	-1	-2	-4	0.3
36	COc1ccccc1Nc1nc(NCCCN(C)C)nc(N)c1[N+](=O)[O-]	-33	16	-0.3	i	10	9	-5	2	-3	1.0
37	CCOC(=O)Cc1csc(SCC(=O)Nc2oc(C)c3c(C)n[nH]c(=O)c23)n1	-27	3	0.3	i	34	0	-1	-3	3	-6.3
38	Cc1ccc(/C=N/NC(=O)COc2ccccc2-c2ccccc2)cc1	2	19	-0.1	i	3	4	-1	1	-4	2.3
39	O=S(=O)(c1ccc(-c2ccccn2)s1)N1CCC2(CC1)OCCO2	-3	-3	0.0	i	12	-1	-5	0	7	-1.0
40	CCNc1nc(SC(C)C(=O)Nc2ccccc2)nc(N2CCOCC2)n1 (centres undefined)	-1	-2	-0.9	i	-6	-3	-3	1	0	-0.7
41	COc1cc(CC(=O)N2CCC(n3nccc3NC(=O)C3CC3)CC2)cc(OC)c1OC	2	1	-0.2	i	5	-2	-4	-3	-10	0.4
42	Cc1ccc(S(=O)(=O)N2[C@@H](c3ccc(Cl)cc3)C(C(=O)O)=C[C@H]2CC2CCCC2)cc1	11	10	-0.7	i	3	1	6	9	4	0.3
43	O=S(=O)(c1ccc2oc3ccccc3c2c1)N1CCOCC1	2	-3	-0.7	i	3	0	-10	-5	-12	-0.6
44	COCCNC(=O)c1cc2cc(Br)cc(Br)c2oc1=O	-12	3	-0.1	i	0	0	2	-3	-4	0.1
45	COC(=O)c1[nH]c2cccc(OC)c2c1NC(=O)CCN1CCSCC1	1	1	-0.4	i	9	-2	-1	3	-14	-0.2
46	O=C(C/C=N\OCc1ccc([N+](=O)[O-])cc1)Nc1ccc(F)cc1F	-4	-1	0.1	i	14	-3	-3	1	-7	0.0
47	Cc1[nH]c2ccccc2c1C(=O)C(=O)NCCc1c[nH]c2ccccc12	5	-2	2.3	i	-8	6	-6	3	-8	0.1
48	CC(C)NCC(O)c1ccc(O)c(O)c1 (centres undefined)	2	7	-1.2	i	-4	-4	-3	-2	-9	-1.3
49	CCCCN(C)c1c(C)nc2ccc(C(=O)NCc3ccc(OC)cc3)cn12	-3	1	-0.3	i	15	1	1	-6	nt	0.7
50	O=C(CCc1ccccc1)Nc1nn[nH]n1	-1	1	-0.7	i	1	-3	1	-3	2	-2.0
51	O=C(NCCc1ccccc1)c1nccc2ccccc12	-5	5	-0.3	i	7	-2	-2	-5	-8	-1.1
52	COc1ccc(Nc2ncnc3nc[nH]c23)cc1OC	6	-1	-0.6	i	3	-1	-3	-1	-6	-1.6

8 of these compounds, reformatted:
The line under a structure holds: SUMO1-SIM PPI, DNMT1 block, Tb MetRS inh, Rpn11 inh, PABP1 MLLE inh, STEP inh, NadD block, CSN deneddyl inh, Scp-1 inhibitor, LMPTP block
#42 Cc1ccc(S(=O)(=O)N2[C@@H](c3ccc(Cl)cc3)C(C(=O)O)=C[C@H]2CC2CCCC2)cc1
    11, 10, -0.7, i, 3, 1, 6, 9, 4, 0.3
#43 O=S(=O)(c1ccc2oc3ccccc3c2c1)N1CCOCC1
    2, -3, -0.7, i, 3, 0, -10, -5, -12, -0.6
#44 COCCNC(=O)c1cc2cc(Br)cc(Br)c2oc1=O
    -12, 3, -0.1, i, 0, 0, 2, -3, -4, 0.1
#45 COC(=O)c1[nH]c2cccc(OC)c2c1NC(=O)CCN1CCSCC1
    1, 1, -0.4, i, 9, -2, -1, 3, -14, -0.2
#46 O=C(C/C=N\OCc1ccc([N+](=O)[O-])cc1)Nc1ccc(F)cc1F
    -4, -1, 0.1, i, 14, -3, -3, 1, -7, 0.0
#47 Cc1[nH]c2ccccc2c1C(=O)C(=O)NCCc1c[nH]c2ccccc12
    5, -2, 2.3, i, -8, 6, -6, 3, -8, 0.1
#48 CC(C)NCC(O)c1ccc(O)c(O)c1 (centres undefined)
    2, 7, -1.2, i, -4, -4, -3, -2, -9, -1.3
#49 CCCCN(C)c1c(C)nc2ccc(C(=O)NCc3ccc(OC)cc3)cn12
    -3, 1, -0.3, i, 15, 1, 1, -6, nt, 0.7

High-throughput results (PubChem BioAssay)
